Lipid droplet: modulators of hepatic lipid droplet formation; AML12 mouse hepatocytes, oleate lipid droplets, BODIPY imaging; inhibition, % at 6.5 µM; hit rate 0.4% among 240,000; AID 1656;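 active = lipid droplet intensity inhibited by at least 50%, with more than 500 cells counted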
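Assay system: AML12 hepatocytes (mouse) / Also added: 100 µM oleic acid challenge / Times: overnight treatment with compound plus oleate / Detection: high-content imaging of BODIPY-stained droplets and DAPI nuclei / Evaluation: % inhibition of lipid droplet signal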
Lipid droplet cells 6.5 µM: recorded beside Lipid droplet, whose call it bears; cell count; measured here: cell count, cytotoxicity flag;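 cells counted across two imaged fields per well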
An asterisk follows results filed as active. These rows are one share of the data. The share of hits here may be higher or lower than overall.

SMILES	Lipid droplet	Lipid droplet cells 6.5 µM
O=C(O)Cc1ccc(NC(=O)c2ccc3c(c2)C(=O)N(CC2CCCO2)C3=O)cc1 (configuration not stated)	-10.4	654
O=C(CSc1nnc(CNC(=O)c2ccccc2)o1)Nc1ccc2c(c1)OCO2	6.2	849
O=C(Nc1ccc(C(=O)N2CCN(c3ccc(Cl)cc3)CC2)cc1)C1=CSCCO1	-17.6	687
COc1ccc(-n2ncc3c2CC(C)(C)CC3NC(=O)CCc2c(C)noc2C)cc1 (configuration not stated)	-10.2	674
CCOc1ccc(-c2c(C(=O)N/N=C/c3ccc(Cl)cc3)nnn2-c2nonc2N)cc1	0.8	733
COc1ccc(OC)c(/C=N\NC(=O)c2ccc(-c3ccccc3)cc2)c1	-4.7	710
S=c1[nH]c(-c2cccs2)cn1-c1ccccc1	-16.2	732
Cc1ccc(C)c(S(=O)(=O)N2CCCOC2CNC(=O)C(=O)NCCc2ccco2)c1 (configuration not stated)	-22.6	688
CC(=O)N1c2ccc(S(=O)(=O)N3CCCC3C(=O)Nc3ccc(C)cc3)cc2CC1C (configuration not stated)	-10.9	811
CC(=O)Nc1ccc(N2C(=O)CSC2c2ccc([N+](=O)[O-])cc2)cc1 (configuration not stated)	-0.8	728
CCCn1c(=O)c2c(nc3n2CCCN3CCc2ccc(OC)c(OC)c2)n(C)c1=O	10.3	672
COc1ccc(CCNc2ncnc3c2nnn3Cc2ccccc2)cc1OC	10.3	826
CCOc1ccc(C(=O)Nc2ccc3[nH]ncc3c2)cc1	-3.9	809
CCOC(=O)c1c(C)[nH]c(C)c1S(=O)(=O)N1c2ccccc2CC1C (configuration not stated)	-26.6	640
O=S(=O)(c1ccc(F)cc1)N1CCN=C1SCc1cccc(F)c1	-20.3	691
Cc1ccc2cccc(OCc3ccc(Br)cc3)c2n1	4.1	837
OCCC1CN(Cc2ccc(F)cc2)CCN1CCc1ccccc1 (configuration not stated)	6.0	815
COc1ccc(CCN(C)C(=O)CCNC(=O)c2ccc(Br)cc2)cc1OC	-7.8	860
CCOc1ccc(C2/C(=C(\O)c3ccc4c(c3)OCCO4)C(=O)C(=O)N2CCN2CCOCC2)cc1OCC (configuration not stated)	-7.9	653
COc1ccccc1C(=O)NC1CCN(C(=O)Nc2ccc(C)cc2)CC1	2.5	756
COc1ccc(N2C(=O)c3ccc(C(=O)Nc4ccccc4O)cc3C2=O)cc1	2.2	863
OCC1CCCCN1CC(O)COC(c1ccc(F)cc1)c1ccc(F)cc1 (configuration not stated)	-3.3	818
Cc1cc(OC(C)C(=O)NCCc2c[nH]c3ccccc23)c2c(C)cc(=O)oc2c1 (configuration not stated)	-45.7	767
Cn1c(CCN2CCN(c3ccccn3)CC2)nc2cc(NC(=O)COc3ccc(Cl)cc3)ccc21	4.2	678
COc1cc2c(cc1OC)-c1cc(Nc3cccc(F)c3)nc(=O)n1CC2	-0.1	834
Cc1sc2ncnc(N3CCC(C(=O)NNC(=O)c4ccccc4Cl)CC3)c2c1C	2.8	790
CC(=O)Nc1ccc(NC(=O)c2nc(S(=O)(=O)Cc3ccccc3)ncc2Cl)cc1	3.7	718
C[C@H]1CN(C2CCCCC2)C(=O)[C@@H]1CC(=O)NCc1ccccc1	7.6	803
COc1ccc2c(CC(=O)NC(Cc3ccc(Cl)cc3)C(=O)O)cc(=O)oc2c1C (configuration not stated)	3.2	844
O=C(C1CC(=O)N(c2ccc(Br)cc2)C1)N1CCCC1 (configuration not stated)	-43.5	648
O=C(O)C(c1ccccc1)N1C(=O)/C(=C\c2ccc(-c3ccccc3Cl)o2)SC1=S (configuration not stated)	-2.2	393
COc1ccc(S(=O)(=O)N2CCOCC2)cc1NC(=O)CCc1nc2ccccc2c(=O)[nH]1	-11.3	835
COCCN1C2=C(C(=O)CC(C)(C)C2)C(c2ccc(OC)c(OC)c2)C2=C1CC(C)(C)CC2=O	18.1	808
Cc1cc(C)c(NC(=O)CSc2nnc(CNC(=O)c3c(F)cccc3Cl)o2)c(C)c1	-17.4	617
CC1(C)Cc2c(sc(NC(=O)C(=O)NCC3CCCO3)c2C(N)=O)CO1 (configuration not stated)	-9.4	682
COc1ccc(-n2nc3c(N4CCC(C(=O)NCc5cccc(C)c5)CC4)nnc(C)c3c2C)cc1	-14.3	709
CC1CCCCN1CCNC(=O)c1ccc2c(c1)N(Cc1ccccc1)C(=O)c1ccccc1S2(=O)=O (configuration not stated)	-38.2	690
COc1ccc(N2CCN(c3ncnc4sc(C(=O)NCC5CCCO5)c(C)c34)CC2)cc1 (configuration not stated)	-0.6	838
O=C(NC1CC1)C1CCN(S(=O)(=O)c2ccc(Cl)cc2)CC1	11.1	796
CCOc1cc(C(=O)Nc2ccc(N3CCN(C(C)=O)CC3)cc2)cc(OCC)c1OCC	45.8	774
CSc1ccc(/C=C(/NC(=O)c2ccccc2)C(=O)NCCCn2ccnc2)cc1	-12.8	793
O=c1c(/C=N\NS(=O)(=O)c2ccccc2)coc2ccc(Cl)cc12	-1.8	837
CN(C)C1(CNC(=O)Nc2ccccc2)CCCCC1	-23.2	777
Cc1cccc(C)c1OCc1cc(C(=O)N2CCC[C@H]2C(N)=O)no1	26.3	750
C=CCN(Cc1nc(-c2ccccc2)no1)C(=O)c1ccoc1C	-33.0	645
O=C(Nc1ccc(F)cc1)c1ccccc1NC(=O)C1CC=CCC1C(=O)O (configuration not stated)	19.6	747
CCC(C)NC(=O)C1CCN(C(=O)COc2ccc3c4c(c(=O)oc3c2C)CCCC4)CC1 (configuration not stated)	45.3	757
COc1cccc(OC)c1C(=O)NC(C)CCc1ccccc1 (configuration not stated)	22.1	792
CC(C)(C)OC(=O)NCCCC[C@H](NC(=O)c1nc[nH]c1C(=O)NCc1ccc(CNC(=O)OC(C)(C)C)cc1)C(=O)OC(C)(C)C	-7.1	756
COC(CNC(=O)c1cn(C)c2ccc(S(=O)(=O)N3CCOCC3)cc2c1=O)OC	-2.5	676

(listing goes on)
SMILES	Lipid droplet	Lipid droplet cells 6.5 µM
COc1ccccc1/C=C1\SC(=O)N(CC(=O)NCCCn2ccnc2)C1=O	-28.0	573
CC(=O)Oc1ccc(/C=C2/SC(=S)N(Cc3ccccc3)C2=O)cc1	4.8	661
CC(O)c1nc2ccccc2n1CCCc1ccccc1 (configuration not stated)	-17.9	790
CN(C)S(=O)(=O)c1cccc(NC(=O)C(c2ccccc2)c2ccccc2)c1	-39.2	837
COc1ccc(OCC(=O)NCc2ccc(Cl)cc2)cc1	-7.6	771
CCOc1ccc(-c2c(C(=O)N/N=C/C3CC=CCC3)nnn2-c2nonc2N)cc1 (configuration not stated)	1.6	744
O=C(OCc1ccc(Br)cc1)c1cnc(Cl)c(Cl)c1	20.5	842
Cn1c(=O)[nH]c(=O)c2c1nc(N1CCN(C(c3ccccc3)c3ccccc3)CC1)n2CCO	60.3*	768*
CC(C)CNC(=O)CN1c2cccc3cccc(c23)S1(=O)=O	-1.9	781
CC(C)(C)c1ccc(C(=O)NCc2nnc(SCC(=O)NC3CCCCC3)o2)cc1	-1.5	703
NC1=C(c2ccccc2)C(=O)NC1=O	3.0	800
O=C(NC(=S)NNC(=O)c1cccs1)c1ccccc1	-11.9	591
COc1ccccc1C(=O)Nc1ccc2nc3n(c(=O)c2c1)CCCC3	-2.9	801
CCCCC(=O)Nc1nnc(SCC(=O)NC2CC2)s1	-1.9	800
CCOc1ncccc1C(=O)N(CC)CC(=O)NCc1ccc(Cl)cc1	7.9	796
COc1ccccc1NC(=O)N[C@@H](Cc1c[nH]c2ccccc12)C(=O)NN	2.4	840
Cc1ccc(C(C(=O)NCC2CCCO2)N(C(=O)c2snc(C(N)=O)c2N)c2ccccc2)o1 (configuration not stated)	13.8	794
Cc1cc(OCCn2ccnc2)cc(C)c1Cl	-10.9	817
CC(=O)Nc1ccc(NC(=O)c2ccc(-c3ccc([N+](=O)[O-])cc3)o2)cc1	9.2	837
O=C(COC(=O)c1ccco1)NC1CCCC1	9.6	796
O=C(N/N=C/c1cc(Cl)ccc1O)c1cccnc1	-2.2	750
Cc1cc(C)cc(C(=O)NC(CC(N)=O)c2ccc(NC3CCCC3)c([N+](=O)[O-])c2)c1 (configuration not stated)	4.4	778
COc1ccc(-c2nc(N)ncc2-c2ccc(Cl)cc2)c(O)c1	-5.7	806
Cc1cccc(C)c1NC(=O)CNCC(=O)Nc1c(C)cccc1C	-0.6	767
COc1ccc(S(=O)(=O)Nc2ccc(OCC(=O)O)cc2)c2ccccc12	9.3	876
Cc1ccc(C)c(-c2ccc(=O)n(Cc3ccc(F)cc3Cl)n2)c1	-7.6	855
CC(=O)c1ccc(NC(=O)CSc2nnc(-c3ccco3)o2)cc1	-0.2	807
CC(NC(=O)CSc1ncn[nH]1)c1ccc(Cl)cc1Cl (configuration not stated)	-3.2	764
COc1ccc(C(=O)NC2CC2)cc1OC1CCN(Cc2cnn(C)c2C)CC1	23.0	623
CCn1ncc(Br)c1C(=O)Nc1c(C)nn(Cc2c(F)c(F)c(F)c(F)c2F)c1C	-6.1	695
Cc1cccc(-n2ncc3c2CCCC3NC(=O)CCCN2CCCCC2=O)c1C (configuration not stated)	-7.3	742
Cc1ccc(-n2nc(C(=O)NN)c(C)c(C#N)c2=O)cc1Cl	-4.2	864
CN1CCN(C2CCCCC2NS(=O)(=O)c2ccccc2)CC1 (configuration not stated)	-13.7	706
COc1ccc(OC)c(CN2CCN(CCCc3ccccc3)C(CCO)C2)c1 (configuration not stated)	-2.2	799
CCN1C(=NCc2ccc(OC)cc2)N[C@@H](c2ccccc2)C(C(=O)OC)=C1C	-3.1	779
COc1ccc(S(=O)(=O)N(CC(=O)NCC2CCCO2)Cc2ccccc2)cc1 (configuration not stated)	-6.7	761
Cc1c(C)c2ccc(OCC(=O)NCCCN3CCCC3=O)cc2oc1=O	-5.3	702
O=C1N(c2ccccc2)CCN1c1ccccc1	10.0	769
O=C(NCC1CCCO1)c1ccc(N2C(=O)C3CCCCC3C2=O)cc1 (configuration not stated)	-2.5	789
CCCN1CCN(CCCNC(=O)c2ccc(NC(=O)C3=C(C)OCCS3)cc2)CC1	28.3	684
CC(=O)Nc1ccc(N2C(=O)CSC2c2cccc(Br)c2)cc1 (configuration not stated)	-23.6	833
S=C(NCCc1ccccc1)NCc1cccc(Cl)c1	-0.8	650
COc1ccc(C(=O)NC(=S)NCc2cccnc2)cc1Cl	10.9	832
CC(C)C(=O)Nc1nnc(S(=O)(=O)N2CCCc3ccccc32)s1	-0.7	720
O=S(=O)(c1ccccc1)N1CCN(C(=S)Nc2ccccc2Cl)CC1	-11.7	837
COc1ccc(NC(=O)C2CCN(c3ncnc4c3nc3n4CCCCC3)CC2)c(OC)c1	9.3	775
COC(=O)c1c(NC(=O)C(=O)NCCCN2CCOCC2)sc2c1CCC2	-6.2	700
O=C(C1CCC(=O)N(C2CC2)C1)N1CCN(c2ccccc2Cl)CC1 (configuration not stated)	7.3	780
COCC(=O)Nc1c(C(=O)N2CCCC2)oc2ccccc12	23.7	853
O=S(=O)(Nc1ccc(S(=O)(=O)Nc2ncccn2)cc1)c1ccc(Cl)cc1	18.1	826

(further entries)
SMILES	Lipid droplet	Lipid droplet cells 6.5 µM
CCOc1ccc(CCNC(=O)c2cc([N+](=O)[O-])ccc2N2CCOCC2)cc1OCC	0.3	885
Cc1ccsc1C(=O)NCc1ccc(F)cc1	2.1	788
N#C/C(=C\c1ccc(OCc2ccc(C(=O)O)cc2)cc1)C(=O)NCc1ccccc1	-0.5	769
O=C(CN1CCN(c2ccccc2)CC1)c1c[nH]c2ccccc12	6.4	846
COc1ccc(NC(=O)CNC(=O)Cc2ccccc2)cc1	2.4	850
CCCc1ccc(NC(=O)C2CCCN(c3cnccn3)C2)cc1 (configuration not stated)	-7.7	699
CC(C)c1ccc(C(=O)Nc2cccnc2)cc1	7.6	807
CCOc1ccc(N(CC(=O)NCc2ccc(F)cc2)C(=O)c2snc(C(N)=O)c2N)cc1	-2.9	726
CC(=O)c1ccccc1OCCOc1ccccc1C(C)=O	8.2	769
Cc1nc2ccc(C(=O)OCc3nnc(-c4ccccc4)o3)cc2nc1C	-1.8	816
COc1cccc(CNC(=O)CCS(=O)(=O)c2ccc3c(c2)NC(=O)CO3)c1	2.7	688
O=C(Nc1ccc(-n2cccn2)cc1)C1CCN(Cc2ccccn2)CC1	9.7	831
COc1ccc(NC(=O)CN(c2ccc(Cl)cc2)S(C)(=O)=O)cc1OC	1.1	854
COc1cccc(-c2nc(CS(=O)(=O)CC(=O)NCCCc3ccccc3)c(C)o2)c1	-4.4	789
CC(C)(C)c1ccc(C(=O)N2CCN(c3ncccn3)CC2)cc1	7.6	785
COn1c(=O)c(-c2ccc(F)cc2)[n+]([O-])c2ccccc21	-25.9	769

In another format: entries from further up
O=C(CN1CCN(c2ccccc2)CC1)c1c[nH]c2ccccc12
  Lipid droplet: 6.4; Lipid droplet cells 6.5 µM: 846
COc1ccc(NC(=O)CNC(=O)Cc2ccccc2)cc1
  Lipid droplet: 2.4; Lipid droplet cells 6.5 µM: 850
CCCc1ccc(NC(=O)C2CCCN(c3cnccn3)C2)cc1 (configuration not stated)
  Lipid droplet: -7.7; Lipid droplet cells 6.5 µM: 699
COc1ccc(NC(=O)CN(c2ccc(Cl)cc2)S(C)(=O)=O)cc1OC
  Lipid droplet: 1.1; Lipid droplet cells 6.5 µM: 854

Source: PubChem BioAssay (Sanford-Burnham Center for Chemical Genomics)
